RGS12 GoLoco inh – inhibitors of human Gai1-RGS12 GoLoco interaction (red fluorophore). actives 0.44% (n = 230,000). Gai1:RGS12 GoLoco peptide FP, rhodamine, 10 min. Potency, µM (highest dose often 61.6 µM), without a hit: at the highest dose activity, negative = inhibition, usual class: inhibitors. AID 880; active = well fitted inhibition curve with a large enough effect, not every such curve was filed as active; inactive = no such curve, though single readings can be large or run the other way; note: nearly all actives have a fitted effect of over 30% in size; many of its hits are not listed in these tables
TR SRC2 fluor cs – counter-screen for TRb-SRC2 inhibitors: fluorescence interference. TRb/SRC2 Texas Red total fluorescence interference. Potency, µM (top dose mostly 106 µM), for inactives: at the highest dose fluorescence change, negative = quenching. actives 0.29% (n = 280,000); active = well fitted curve in either direction with a large enough effect; inconclusive = small, poorly fitted or top-dose-only effect
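Human TRβ ligand-binding domain (0.6 uM) and Texas Red SRC2 peptide (20 nM) in Tris buffer with 1 uM T3 and 5% DMSO were incubated with pinned compound for 5 hr at ambient temperature. Total fluorescence was computed as S + 2P (555/632 nm).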
Tau fibril ThT – inhibitors of human tau fibril formation, thioflavin T binding | P10636 | recombinant tau K18 P301L, heparin-induced fibrillization, ThT fluorescence | Potency, µM (titrated, usually from 57.4 µM), without a hit: top-dose activity, negative = inhibition, usual class: inhibitors | actives 2.1% (n = 270,000) | AID 1460; note: nearly all actives have a fitted effect of over 55% in size
Target sequence (P10636 561-689 P618L limits assumed): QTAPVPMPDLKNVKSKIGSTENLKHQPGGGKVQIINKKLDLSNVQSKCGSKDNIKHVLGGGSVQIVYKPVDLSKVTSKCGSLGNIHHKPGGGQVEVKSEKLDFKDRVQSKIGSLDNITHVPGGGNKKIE
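Fibril formation assay: tau K18 P301L at 15 uM with trace Alexa 594 label, heparin inducer 20 uM, pH 7 sodium acetate buffer, 37 C for 6 hr; endpoint ThT signal.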
JMJD2E inh – blocks human JMJD2E demethylase activity; B2RXH2; JMJD2E catalytic domain, FDH-coupled NADH fluorescence (FDH is formaldehyde dehydrogenase); Potency, µM (titrated, usually from 57.1 µM), without a hit: top-dose activity change, negative = inhibition, most hits filed as inhibitors; actives 1.6% (n = 230,000); AID 2147; active = well fitted inhibition curve with a large enough effect, not every such curve was filed as active; inconclusive = small, poorly fitted or top-dose-only effect, or another doubt; inactive = no such curve, though single readings can be large or run the other way;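 note: 0% = wells with enzyme and -100% = buffer wells without enzyme; nearly all actives have a fitted effect of over 50% in size; many of its hits are not listed in these tables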
TRb SRC2 PPI – TRbeta-SRC2 interaction inhibition. actives 0.065% (n = 280,000). Potency, µM (series often up to 106 µM), without a hit: at the highest dose activity change, negative = inhibition, actives largely listed as inhibitors. TRbeta-SRC2 peptide binding, fluorescence polarization; receptor liganded with 1 µM T3;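 note: plate controls were bound peptide for no effect and peptide without receptor for full effect; nearly all actives have a fitted effect of over 50% in size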
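TRb LBD 0.6 uM + Texas Red SRC2 peptide 20 nM, 1 uM T3, Tris buffer w/ 5% DMSO; compound pinned, 5 h RT; FP read ex 555/em 632; normalized to unbound and bound controls.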
L3MBTL1 inh – L3MBTL1 (human) inhibition; Q9Y468; AlphaScreen L3MBTL1–H3K9me1 peptide binding; Potency, µM (series often up to 57.1 µM), inactives show at the top dose activity, negative = inhibition, actives largely listed as inhibitors; actives 0.66% (n = 230,000); AID 485360; note: nearly all actives have a fitted effect of over 60% in size
Target sequence (Q9Y468 whole entry, looked up): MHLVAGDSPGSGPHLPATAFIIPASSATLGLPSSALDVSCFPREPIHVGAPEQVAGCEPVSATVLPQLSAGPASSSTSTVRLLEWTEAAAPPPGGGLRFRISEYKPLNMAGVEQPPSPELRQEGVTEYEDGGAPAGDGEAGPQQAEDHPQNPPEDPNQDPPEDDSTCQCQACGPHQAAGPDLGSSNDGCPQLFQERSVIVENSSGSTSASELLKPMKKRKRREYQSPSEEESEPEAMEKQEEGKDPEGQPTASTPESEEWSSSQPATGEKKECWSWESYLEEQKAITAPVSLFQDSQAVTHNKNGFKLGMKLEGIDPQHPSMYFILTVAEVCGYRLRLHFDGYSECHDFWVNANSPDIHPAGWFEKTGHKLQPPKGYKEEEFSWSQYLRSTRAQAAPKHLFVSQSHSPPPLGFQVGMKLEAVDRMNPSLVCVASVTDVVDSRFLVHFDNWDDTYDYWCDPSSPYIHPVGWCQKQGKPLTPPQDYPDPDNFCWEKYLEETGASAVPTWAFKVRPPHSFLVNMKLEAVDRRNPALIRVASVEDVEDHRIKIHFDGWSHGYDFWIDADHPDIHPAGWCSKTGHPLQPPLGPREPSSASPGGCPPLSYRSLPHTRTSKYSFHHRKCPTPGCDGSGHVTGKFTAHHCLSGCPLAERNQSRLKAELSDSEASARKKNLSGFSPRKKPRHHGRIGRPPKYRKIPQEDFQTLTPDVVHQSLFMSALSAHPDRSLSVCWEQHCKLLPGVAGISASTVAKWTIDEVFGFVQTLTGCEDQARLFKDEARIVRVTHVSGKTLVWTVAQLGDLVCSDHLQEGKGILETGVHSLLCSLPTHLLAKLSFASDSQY
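Read-out is AlphaScreen signal from streptavidin donor and nickel chelate acceptor beads (10 ug/mL final each) bridging L3MBTL1 (50 nM) and biotinylated K9-monomethylated H3(1-15) peptide (75 nM), after 30 min compound exposure at room temperature.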
Tau fibril FP – inhibitors of human tau fibril formation. Potency, µM (titrated, usually from 57.7 µM), without a hit: top-dose activity, negative = inhibition, actives largely listed as inhibitors. actives 0.39% (n = 280,000). K18 P301L tau heparin fibrillization, Alexa594 FP, 6 h. AID 1468. P10636; note: nearly all actives have a fitted effect of over 55% in size
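Quantitative HTS format: compounds meet 15 uM recombinant K18 P301L tau and Alexa 594-tau tracer in 100 mM sodium acetate pH 7; 20 uM heparin triggers fibrillization at 37 C over 6 hr; FP gives the signal.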
RECQ1 inh – inhibitors of human RECQ1 DNA helicase; P46063; RECQ1 DNA unwinding, red fluorescence kinetic read; Potency, µM (highest dose often 57.3 µM), for inactives: top-dose activity, negative = inhibition, actives largely listed as inhibitors; actives 0.54% (n = 240,000); AID 2549;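 note: plate controls were vehicle for no effect and no enzyme for full effect; nearly all actives have a fitted effect of over 30% in size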
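RECQ1T1 50 nM; forked duplex (20 bp + 30-nt ss tails) 200 nM, ATP 2 mM final; pH 8.0, 2 mM MgCl2, 2.5 ug/ml poly(dI-dC); 15 min compound preincubation; discontinuous kinetic read over 2 h at RT.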
* = called active by the depositor; i = inactive; u = inconclusive; x = not tested or not shown; & = joins results of further samples; ! = not active in a repeat; [ ] = remark or other dose. Unless noted, calls come from the whole dose curve; as a rule, active = well fitted curve in the direction sought with a large enough effect; inconclusive = small, poorly fitted or top-dose-only effect, or another doubt; inactive = no such curve, though single readings can be large; an effect the other way counts as inactive or inconclusive. Unless noted, % is set by controls: 0 for no effect and ±100 for the full control effect; potency is the fitted concentration of half-maximal effect. A portion of the library; rates above refer to the full screens.

SMILES	RGS12 GoLoco inh	TR SRC2 fluor cs	Tau fibril ThT	JMJD2E inh	TRb SRC2 PPI	L3MBTL1 inh	Tau fibril FP	RECQ1 inh
COc1ccc(N(C(=O)Cc2cccs2)C(C(=O)NC2CCCCC2)c2cccn2C)cc1OC (stereo unspecified)	2%	0%	-9%	-1%	12%	-17%	-5%	-1%
CC1Cc2ccccc2N1C(=O)C12CCC(C)(C(=O)C1)C2(C)C (stereo unspecified)	-6%	-2%	-10%	-1%	-1%	10%	4%	-7%
O=C(NCCO)c1nc(NCCO)c2ccccc2n1	7%	-1%	7%	1%	5%	-1%	3%	-6%
CCCCN(CC)CCCNC(=O)CS(=O)(=O)Cc1nc(-c2cccc(OC)c2)oc1C	-19%	-2%	-11%	-7%	1%	-7%	0%	13%
CCCCSc1nnc(-c2c[nH]c3ccccc23)n1C	3%	-1%	-12%	6%	1%	x	3%	-9%
NS(=O)(=O)c1ccc(CCNc2nc(CN3CCCCC3)nc3sc4c(c23)CCC4)cc1	x	-1%	-9%	-4%	0%	-3%	-5%	25%
O=C(COc1ccc(S(=O)(=O)NC2CCCCC2)cc1Cl)NCc1ccc2c(c1)OCO2	-3%	-1%	-9%	-10%	8%	x	0%	-3%
O=C(Nc1c(C(=O)c2ccc(Cl)cc2)oc2ccccc12)c1cc(=O)c2ccccc2o1	x	12%	-11%	x	5%	x	-1%	x
O=C(Nc1ccc(Cl)cc1F)c1cc(S(=O)(=O)N2CCCCC2)ccc1F	-1%	-1%	8%	u	5%	1%	u	7%
Clc1cccc(CSc2ccc(-c3cccs3)nn2)c1	x	-1%	u	x	-4%	x	-15%	x
Cn1c(N)c(C#N)c2c(c1=S)CSC(C)(C)C2	-15%	1%	u	u	-9%	-3%	2%	-6%
CCOC(=O)Cn1c(=O)oc2ccc(C)cc21	13%	0%	6%	-3%	5%	-4%	5%	i
COc1ccc(NC(=O)c2c(-c3ccccc3)c(-c3ccccc3)nn(C)c2=O)cc1OC	x	-4%	-7%	x	-2%	x	4%	x
Cc1cc(C)c(C(=O)CN2C(=O)NC3(CCCCCC3)C2=O)cc1C	2%	-8%	u	4%	3%	x	-5%	-5%
Cc1ccc(C(=O)Nc2ccc(Cl)cn2)cc1	6%	0%	-11%	3%	2%	9%	-5%	-3%
COc1ccc(/C=C2\CCc3ccccc3C2=O)cc1Cn1cccn1	-7%	0%	u	-3%	1%	x	-2%	i
O=C(O)c1cccc(NC(=O)c2ccc3c(c2)C(=O)N(CC2CCCO2)C3=O)c1 (stereo unspecified)	2%	-4%	-16%	-7%	-2%	x	-6%	-11%
Cc1n[nH]c(C)c1CCC(=O)N/N=C/c1c[nH]c2ccccc12	-8%	-2%	x	-3%	9%	x	-2%	-6%
Nc1nc(NC(=O)Cc2ccccc2)nn1-c1ccccc1	-5%	-1%	4%	2%	-1%	-18%	-4%	i
CN(Cc1ccccc1)c1nc2c(c(=O)[nH]c(=O)n2C)n1CCOc1ccccc1	x	-1%	-18%	1%	-4%	-8%	0%	-9%

Three records picked at random from the list so far:
SMILES	RGS12 GoLoco inh	TR SRC2 fluor cs	Tau fibril ThT	JMJD2E inh	TRb SRC2 PPI	L3MBTL1 inh	Tau fibril FP	RECQ1 inh
NS(=O)(=O)c1ccc(CCNc2nc(CN3CCCCC3)nc3sc4c(c23)CCC4)cc1	x	-1%	-9%	-4%	0%	-3%	-5%	25%
CCOC(=O)Cn1c(=O)oc2ccc(C)cc21	13%	0%	6%	-3%	5%	-4%	5%	i
CC1Cc2ccccc2N1C(=O)C12CCC(C)(C(=O)C1)C2(C)C (stereo unspecified)	-6%	-2%	-10%	-1%	-1%	10%	4%	-7%

Additional entries.
SMILES	RGS12 GoLoco inh	TR SRC2 fluor cs	Tau fibril ThT	JMJD2E inh	TRb SRC2 PPI	L3MBTL1 inh	Tau fibril FP	RECQ1 inh
CCN(CC)CCNS(=O)(=O)c1ccc2[nH]cc(C(=O)O)c(=O)c2c1	2%	4%	-5%	u	3%	u	-4%	-6%
O=C(CCS(=O)(=O)c1ccc(Br)cc1)NC1CCCC1	-9%	1%	-15%	-11%	-6%	x	-4%	-15%
CCOCCCN(CCC#N)S(=O)(=O)c1ccc(S(=O)(=O)N2CCCC2)cc1	7%	-3%	-3%	6%	-3%	x	1%	i
Cc1ccnc(SCC(=O)O)n1	-1%	-2%	0%	1%	-14%	12%	5%	-5%
COc1ccccc1NC(=O)NCCCl	11%	-2%	-9%	-24%	1%	8%	-1%	-4%
Oc1ccc(NCc2ccccc2OCc2ccccc2F)cc1	-14%	9%[11.2 µM]	16µM*	5µM*	35µM*!	u	22µM*!	-10%
COC(=O)C1=C(N)OC2=C(C(=O)CC(C)(C)C2)C1c1ccccc1OCC#N (stereo unspecified)	-7%	1%	-17%	-6%	1%	0%	-12%	i
CN(C)CC(=O)N1CCc2ccccc2C1	6%	1%	-12%	u	1%	x	-8%	-1%
CCOC(=O)c1c(NC(=O)C(=O)N/N=C/c2ccc(O)c(OC)c2)sc2c1CCCCC2	12%	-5%	u	u	-2%	-7%	12%	-8%
O=C(CCCCCN1C(=O)CCC1=O)Nc1ccc(Br)cc1F	-1%	-1%	-2%	3%	-5%	-7%	-4%	-2%
O=C1C2CCCN2C(=O)N1CCCCN1CCN(c2ccc(F)cc2)CC1 (stereo unspecified)	1%	-2%	-1%	12%	3%	3%	6%	6%
COc1cc2c(N3CCOCC3)cc(O)c(CC(=O)Nc3ccccc3)c2cc1OC	6%	-2%	-9%	u	1%	u	14%	-6%
CCN1CCN(C(c2ccccc2)c2sc3nc(C)nn3c2O)CC1 (stereo unspecified)	5%	-4%	10%	2%	0%	x	0%	-1%
COc1cccc(C(=O)/C(C#N)=N/Nc2cccc(-c3ccnc(C)n3)c2)c1	-1%	-11%	5µM*	-1%	-1%	-23%	-2%	-7%
O=C(O)c1c(Cl)c(Cl)c(Cl)c(Cl)c1C(=O)N1CCOCC1	4%	0%	3%	2%	6%	9%	6%	-13%
CNC(=O)c1cc(C(=O)c2ccccc2C(F)(F)F)c[nH]1	8%	3%	-1%	2%	-4%	-3%	3%	18%
C[n+]1c2n(c3ccccc31)N=C(c1ccccc1)CS2	-20%&6%	1%&-4%	u	-5%&11%	-13%&5%	0%	-12%&-6%	-14%&-18%
COC(=O)CNc1ccc2c(c1)OCO2	3%	1%	u	u	10%	-1%	-11%	2%
COC(=O)Nc1ccc2c(c1)N(C(=O)CCN1CCOCC1)c1ccccc1S2	21%	0%	-16%	3%	0%	x	6%	i
CCC(=O)NC(c1ccc([N+](=O)[O-])cc1)c1c(O)ccc2ccccc12 (stereo unspecified)	-11%	0%	-18%	-6%	-7%	-7%	-5%	-15%
CCCN1CCC(NC(=S)Nc2ccc(OC)c(OC)c2)CC1	10%	-6%	-1%	7%	-2%	0%	3%	-1%
O=C(COC(=O)CCC(=O)c1ccc(Cl)cc1)NCc1ccco1	11%	-2%	-16%	-7%	-13%	-90%	2%	u
CC(C)OC(=O)c1cc2c(=O)[nH]c(C(Cl)(Cl)Cl)nc2o1	-2%	-1%	-23%	u	-2%	x	3%	i
COc1ccc(N2CCN(C(=S)NC(=O)c3cccs3)CC2)c([N+](=O)[O-])c1	2%	-1%	u	9%	-3%	-11%	7%	1%
CC(OC(=O)c1ccccc1NS(=O)(=O)c1cccc(C(F)(F)F)c1)C(=O)N(C)Cc1ccccc1 (stereo unspecified)	x	0%	-6%	u	0%	6%	-11%	-7%
CCOC(=O)c1ccc(NC(=O)c2cc(F)c(F)cc2Cl)cc1	8%	2%	-12%	10%	-6%	8%	-2%	i
COc1cccc(CNC(=O)c2ccc3c(c2)nc2n3CCOC2)c1	x	-2%	5%	x	-3%	x	2%	x
Cc1cccc(-c2nc(CS(=O)CC(=O)NCc3cccs3)c(C)o2)c1 (stereo unspecified)	11%	0%	-13%	-3%	-4%	x	-1%	-16%
CC1=CC2=NC(=O)/C(=C\c3ccc(-c4cccc(Cl)c4)o3)C(=N)N2O1	46%[activator]	3%	-7%	-11%	7%	1%	5%	-3%
COc1ccc(-c2cn3nc(N4CCCC(C(=O)NCc5ccccc5OC)C4)sc3n2)cc1 (stereo unspecified)	x	2%	u	x	1%	x	9%	x
CN(C)c1cccc2c(S(=O)(=O)NCc3ccc(S(N)(=O)=O)cc3)cccc12	3%	0%	-14%	-13%	3%	8%	2%	-8%
C=CCC(C)(O)CCc1ccccc1 (stereo unspecified)	5%	-1%	0%	-2%	9%	x	2%	-9%
Cc1ccc2nc(-c3ccc(C)c(NC(=O)CSc4ccc(Cl)cc4)c3)oc2c1	x	-4%	-2%	x	3%	x	-14%	x
CCN(CC)C(=O)CN(c1cc2c(cc1OC)oc1ccccc12)S(=O)(=O)c1ccc(C)cc1	9%	0%	-5%	-2%	3%	x	-10%	-21%
Cc1nnc(SCc2cc(=O)n3c(C)cccc3n2)s1	x	0%	-4%	x	1%	x	-2%	x
CC(=O)OCn1nnc2ccccc2c1=O	0%	-1%	-3%	6%	-8%	-15%	-3%	20%
COC(=O)CSc1nsc(SCC(=O)OC)n1	11%	2%	-1%	4%	7%	-9%	-2%	-9%
CC(=O)Nc1ccc(C(=O)OCC(=O)Nc2c(F)cccc2F)cc1	-1%	-2%	-3%	u	6%	-5%	4%	-1%
O=S(N1CCCCC1)C12CC3CC(CC(C3)C1)C2 (stereo unspecified)	-2%	-1%	-9%	-6%	-17%	x	0%	-18%
CC(=O)c1cc(Cc2csc(C(C)=O)c2)cs1	-2%	-2%	-2%	4%	-9%	-2%	u	i
O=C(CN1C(=O)NC2(CCCC2)C1=O)Nc1nc(-c2ccc(F)cc2)cs1	-5%	0%	-8%	0%	2%	6%	-8%	-7%
O=C(c1ccccc1)N(Cc1ccccc1)c1ccccn1	-12%	1%	0%	-3%	-3%	-2%	1%	i
CSC1=C(C#N)C(=O)NC(c2ccccc2O)S1 (stereo unspecified)	-5%	-7%	2%	0%	2%	3%	8%	i
CS(=O)(=O)Nc1ccc(C2=NN(C(=O)c3ccco3)C(c3ccc(F)cc3)C2)cc1 (stereo unspecified)	48%[activator]	-2%	5%	u	5%	x	-2%	0%

High-throughput results deposited in PubChem by National Center for Advancing Translational Sciences (NCATS).
